High-throughput results (PubChem BioAssay)
E coli growth – reduces bacterial viability in AddAB counter-screen. inhibition, % at 11.9 µM. 0.27% of 330,000 active. AID 449728. E. coli V3065 growth, OD600 absorbance, 18 h;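 active = inhibition above the campaign's mean inhibition across all tested compounds plus 3 SD, cut at about 9.9% in these data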;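 also: uninfected addAB+ strain grown without phage in ampicillin broth; 0% = DMSO wells and 100% = ciprofloxacin 0.95 µg/ml wells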
HTR5A ag ctr – activates human HTR5A in OPRM1-OPRD1 agonist counter-screen | P47898 | AID 504692 | 0.61% of 340,000 active | HTR5A agonist assay, luminescence, cell-based | activation, % at 9.3 µM; in the data active = activation mostly above about 9.5%, no sharp cut-off; inactive = mostly below about 7.6%;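 also: 0% = cells with vehicle only and 100% = reference agonist; strong numbers were not always called active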
Target sequence (P47898 whole entry, looked up): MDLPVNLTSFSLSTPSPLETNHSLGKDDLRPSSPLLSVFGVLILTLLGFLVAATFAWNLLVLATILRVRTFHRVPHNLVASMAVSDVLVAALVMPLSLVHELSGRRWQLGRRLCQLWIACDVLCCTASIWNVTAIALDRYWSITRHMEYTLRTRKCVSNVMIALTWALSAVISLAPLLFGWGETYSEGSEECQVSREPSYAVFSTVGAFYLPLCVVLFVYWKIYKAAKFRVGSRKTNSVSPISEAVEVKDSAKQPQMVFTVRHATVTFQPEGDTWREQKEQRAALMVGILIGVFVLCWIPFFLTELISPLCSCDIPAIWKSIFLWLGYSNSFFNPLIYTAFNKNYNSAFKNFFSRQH
PKA-R2B act – PKA-R2B complex activation. PKA-R2B holoenzyme dissociation, Cy5-IP20 fluorescence polarization; R2B truncated from residue 108, S112A mutant; 0% DMSO only, 100% 113 µM cGMP. activation, % at 11.4 µM. 0.079% of 340,000 active. AID 504700;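 active = activation above a cutoff set at the mean over all compounds plus 3 SD, cut at about 18% in these data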;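 also: higher means more holoenzyme dissociation and a rise in polarization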
PKA-R1A activ – PKA-R1A complex activation; P00514+P68181; PKA-R1A dissociation, Cy5-IP20 fluorescence polarization; scaled: DMSO 0%, 113 µM cGMP 100%; activation, % at 11.4 µM; 0.083% of 340,000 active;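 active = percent activation above the mean of all tested compounds plus 3 SD, cut at about 19% in these data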;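 also: higher means more PKAc released from R1A so a rise in polarization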
AddAB inh – less growth of phage-infected E. coli with AddAB; 0.29% of 330,000 active; E. coli expressing H. pylori AddAB, absorbance growth; inhibition, % at 11.9 µM; in the data active = inhibition above about 12%;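 also: 0% = vehicle wells of infected cells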
Mot1-301 SUMO – inhibitors of SUMOylation pathway: yeast Mot1-301 growth rescue. S. cerevisiae Mot1-301 growth rescue, ATP luminescence, 38.5C; percent above DMSO median, 100 means doubled. growth rescue, % at 18.8 µM. 1% of 320,000 active;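 active = every valid replicate shows activation above 250% relative to neutral control wells; inactive = the rest, any valid replicate at or below 250%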;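 also: OY570 slx delta 5 strain wells were the positive control but not used for scaling; some compounds called inactive have numbers as strong as hits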
CDK5 inh – inhibitors of human CDK5/p35 kinase; 0.01% of 330,000 active; inhibition, % at 10 µM; Recombinant CDK5/p35, ADP-Glo luminescence, 60 min; AID 488839; Q00535+Q15078;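 active = highest replicate inhibition of at least 50% and at least 75% of replicates reaching 50%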;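 also: plate controls were DMSO neutral control for no effect and GW8510 at 10 µM for full effect; many of its hits are not listed in these tables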
Target sequence (Q00535 whole entry, looked up): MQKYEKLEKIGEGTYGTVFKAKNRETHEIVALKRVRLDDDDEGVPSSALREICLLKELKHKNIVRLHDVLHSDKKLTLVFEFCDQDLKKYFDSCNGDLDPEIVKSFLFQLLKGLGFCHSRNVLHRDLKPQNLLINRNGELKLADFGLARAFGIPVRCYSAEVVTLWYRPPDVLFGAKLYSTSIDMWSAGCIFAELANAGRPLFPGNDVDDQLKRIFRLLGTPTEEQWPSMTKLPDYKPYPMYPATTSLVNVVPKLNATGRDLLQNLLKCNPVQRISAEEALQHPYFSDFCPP
Target sequence (Q15078 whole entry, looked up): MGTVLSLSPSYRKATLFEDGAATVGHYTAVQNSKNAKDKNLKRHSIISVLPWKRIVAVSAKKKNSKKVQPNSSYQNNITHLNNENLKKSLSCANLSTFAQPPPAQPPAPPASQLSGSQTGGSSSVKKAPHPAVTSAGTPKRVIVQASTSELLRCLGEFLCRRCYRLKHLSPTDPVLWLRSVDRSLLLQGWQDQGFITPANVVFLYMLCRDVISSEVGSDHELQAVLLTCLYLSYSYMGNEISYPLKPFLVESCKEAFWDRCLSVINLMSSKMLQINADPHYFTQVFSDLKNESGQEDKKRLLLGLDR
Tat export inh – blocks Tat-dependent protein export in E. coli | E. coli MC4100 TorA-mCherry Tat export, fluorescence | inhibition, % at 10 µM | 0.036% of 340,000 active | AID 488895;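 active = mean replicate inhibition at least 50% and at least half of replicates individually reaching 50%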;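 also: exported cargo escapes ClpAP degradation while cytoplasmic cargo is degraded and loses fluorescence; 0% = median of neutral control wells and 100% = median of NaSCN control wells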
HTR5A inv ag – counter-screen for OPRM1-OPRD1 inverse agonists: human HTR5A inverse agonism | P47898 | HTR5A cell line, luminescence | inhibition, % at 9.3 µM | 0.083% of 340,000 active; in the data active = inhibition mostly above about 23%, no sharp cut-off; inactive = mostly below about 18%;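 also: 0% = cells with DMSO and 100% = no-cell wells with DMSO; some compounds called inactive have numbers as strong as hits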
phage Ecoli inh – E. coli growth loss with phage present. growth absorbance. inhibition, % at 11.9 µM. 0.26% of 360,000 active. AID 651602; in the data active = inhibition above about 11%
DAGLB inh – blocks human DAGLB lipase activity; inhibition, % at 5.17 µM; Q8NCG7; HEK293T DAGLB membrane lysate, EnzChek fluorogenic substrate; 0.059% of 340,000 active; in the data active = inhibition above about 34%;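 also: 0% = enzyme with vehicle and 100% = wells lacking enzyme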
Starred values were filed as active, the others as inactive; x = no result given.

Results follow in this order: E coli growth	HTR5A ag ctr	PKA-R2B act	PKA-R1A activ	AddAB inh	Mot1-301 SUMO	CDK5 inh	Tat export inh	HTR5A inv ag	phage Ecoli inh	DAGLB inh
COc1ccc2c(c1)OC(=O)CC2c1cc(OC)c(OC)c(OC)c1 (stereo unspecified)
  -0.5	0	-1	-4	0.2	x	-0.6	2	-2	-0.3	-1
Cc1nc2ccc(NC(=O)Cc3c(F)cccc3Cl)cc2s1
  -0.2	1	4	-18	1.1	-10	1.1	-2	-3	-0.8	-2
CCOc1ccc(S(=O)(=O)Nc2ccc(S(=O)(=O)N3CCCC3)cc2)cc1
  -1.4	0	0	-6	-2.3	-5	-0.7	-3	12	-2.6	0
CCN1C(=C(C#N)C#N)C=Cc2ccccc21
  1.7	-2	3	-11	-0.8	9	-0.5	8	5	2.9	2
CCCCn1c(-c2ccccc2)cnc1SCC(=O)NCCc1ccc(OC)c(OC)c1
  -0.7	-2	-11	-5	0.6	-11	1.8	5	1	0.0	-3
CCc1nc(N(CC)CC)c2oc3ccccc3c2n1
  0.2	-5	-4	-14	-1.3	6	1.9	3	14	3.3	-4
CCc1ccc(CCC(=O)Nc2ccc(Cl)cc2)o1
  0.8	0	-12	-3	0.1	-1	1.7	3	1	3.3	-9
O=C(CSc1ccc2nnc(-c3ccc(F)cc3)n2n1)NCC1CCCO1 (stereo unspecified)
  -2.0	2	-9	0	0.3	-11	-0.1	-12	-20	x	1
CCOC(=O)C1CCN(Cc2ccc(O)c3ncccc23)CC1
  6.6	0	8	-10	4.5	391	-0.2	-3	-26	3.4	2
O=C(CSc1nc2ccccc2c(=O)[nH]1)N1CCN(c2ccccc2)CC1
  0.7	-1	-5	-2	2.1	149	0.1	7	3	0.9	3
Cn1c(SCc2ccc(Cl)cc2Cl)nc(C(F)(F)F)cc1=O
  0.4	-3	3	5	0.4	-3	-0.4	-3	-15	2.4	-1
CCC(C(=O)Nc1cccc(C(=O)O)c1C)c1ccccc1 (stereo unspecified)
  1.1	5	-4	1	0.5	16	1.7	-6	-14	2.0	-2
COc1ccc(CCN(C(=O)C(F)(F)F)C(C(=O)NC2CCCCC2)c2ccc(C)s2)cc1OC (stereo unspecified)
  0.1	7	1	-6	0.4	8	2.4	-1	2	-0.8	-6
COC(=O)C(C)Sc1nc2c(cnn2-c2ccc(C)cc2)c(=O)[nH]1 (stereo unspecified)
  1.8	-6	2	5	1.6	-10	-0.6	2	22	0.8	0
O=C(c1ccc2c(c1)OCCO2)N1CCN(c2ccccn2)CC1
  2.2	-2	7	2	2.3	4	0.4	-3	24	0.9	-2
COc1ccc(CCNC(=O)c2cc(-c3ccc4c(c3)OCO4)on2)cc1OC
  -1.7	1	-10	3	-0.1	10	1.1	-1	-26	x	-1
CC1=NN(C(=O)COc2ccccc2)C(O)(c2ccccc2)C1 (stereo unspecified)
  -2.4	1	4	-1	1.4	11	-0.3	-3	13	1.7	1
O=C(O)c1ccccc1C(=O)Nc1ccccn1
  -3.8	1	-7	9	-1.2	-10	0.7	-5	7	2.2	0
O=c1c2ccccc2ncn1-c1ccc([N+](=O)[O-])cc1Cl
  0.5	1	0	2	0.2	74	-0.5	-3	-3	1.7	-1
O=C(O)c1cccc(CSc2nc(-c3ccc(Cl)cc3)cc(C(F)(F)F)n2)c1
  0.4	4	-13	-10	1.0	-7	-1.1	0	-14	2.4	8

Part of the list above, limited to Mot1-301 SUMO and DAGLB inh.
| compound | Mot1-301 SUMO | DAGLB inh |
| --- | --- | --- |
| CC1=NN(C(=O)COc2ccccc2)C(O)(c2ccccc2)C1 (stereo unspecified) | 11 | 1 |
| O=C(O)c1ccccc1C(=O)Nc1ccccn1 | -10 | 0 |

The list continues.
Results follow in this order: E coli growth	HTR5A ag ctr	PKA-R2B act	PKA-R1A activ	AddAB inh	Mot1-301 SUMO	CDK5 inh	Tat export inh	HTR5A inv ag	phage Ecoli inh	DAGLB inh
Cc1ccccc1CN1CCNC1=O
  -0.2	-3	-6	-10	3.6	6	1.5	-8	-50	1.1	-2
O=C(NN=Cc1cc(Cl)ccc1[N+](=O)[O-])c1ccco1
  x	1	-6	8	x	x	1.9	0	-2	6.7	1
CC(=O)N1CCN(c2ccc(NC(=O)c3ccc(Cl)c(Cl)c3)cc2)CC1
  1.6	-1	17	-2	5.5	2	-0.8	13	3	-3.5	1
Cc1cc(-c2n[nH]c(=S)n2-c2ccc(C)c(C)c2)no1
  0.4	-3	-8	3	-1.6	7	0.2	3	12	4.7	2
NC1(C#Cc2ccc3c(=O)c4ccccc4sc3c2)CCCCC1
  -1.2	-3	1	-1	0.6	82	-1.6	15	8	-0.2	0
Cc1ccc(C(=O)NC(=S)Nc2ccc(CN3CCOCC3)cc2)cc1
  -1.4	0	-8	-9	-1.3	-25	-0.5	-5	-18	1.9	0
Cc1c(-n2c(SCC(=O)NC(C)C)nc3ccccc3c2=O)c(=O)n(-c2ccccc2)n1C
  0.9	1	-11	-12	-2.4	-7	-0.5	-5	-2	-1.7	2
COCCn1c(SCC(=O)Nc2ccc(NC(C)=O)cc2)nc2ccccc2c1=O
  1.3	-2	4	-8	1.6	22	0.4	7	6	0.7	-2
Cc1cc(NS(=O)(=O)c2ccc(NC(=O)/C=C/c3cccc(Cl)c3)cc2)no1
  1.9	0	-4	2	2.1	5	-0.3	2	19	1.6	10
C=C(C)C1CC=C(C)/C(=N/Nc2ccccc2[N+](=O)[O-])C1 (stereo unspecified)
  -2.8	3	-8	2	1.1	-19	1.9	-1	-4	2.7	-2
COc1ccc(NC(=O)N2CCN(C(=O)c3ccco3)CC2)c(OC)c1
  0.8	-4	2	0	2.4	8	1.1	2	10	2.5	-2
Cn1c(=O)c2c(nc3n2CC(O)CN3c2ccc(O)cc2)n(C)c1=O (stereo unspecified)
  -0.3	3	-2	5	1.7	-12	0.6	-2	-12	-1.9	3
CCCc1nc2c(C)cc(C)cc2c(N)c1CC
  -0.1	3	-12	-3	2.4	-1	0.1	2	-31	-1.3	0
O=C(CSc1nnc(CNC(=O)c2cccs2)o1)Nc1ccc(F)cc1F
  -1.3	4	1	7	3.9	1	-3.8	10	13	0.2	-3
Cc1c(CCC(=O)O)c(=O)oc2cc(OCc3cccc(Cl)c3)ccc12
  -3.2	4	-14	-5	0.2	-18	0.7	1	-15	-2.3	0
CN1C(=O)CC(N2CCN(CC(=O)N3CCCC3)CC2)C1=O (stereo unspecified)
  0.7	-6	-6	-10	-1.2	3	0.9	8	23	2.0	-1
COc1cc(/C=N\NC(=O)c2ccc(-c3ccccc3)cc2)ccc1OCC(N)=O
  x	11*	-5	1	x	-15	0.8	6	-36	0.7	5
O=C(NCc1cccnc1)c1cc2nc(-c3ccc4c(c3)OCO4)cc(C(F)(F)F)n2n1
  -2.3	0	-6	-3	0.8	42	-0.3	0	-7	2.9	-3
CNC(C)C#Cc1ccc2oc3cccc(OC)c3c(=O)c2c1 (stereo unspecified)
  -0.7	-1	-6	-5	-2.1	-10	0.8	-4	16	0.8	-5
Cc1cc(/C=N/NC(=O)c2ccsc2)c(C)n1-c1cnccn1
  -0.3	-3	-2	1	2.3	555*	-0.7	-5	7	0.4	-1
CN1C(=O)C(CCC(=O)O)NC1=S (stereo unspecified)
  2.1	3	-5	-15	-1.3	38	-1.2	-10	-10	0.5	1
O=C(N1CCC(n2nc(-c3ccccc3)oc2=O)CC1)C1(c2ccc(Cl)cc2)CC1
  -2.2	0	-3	14	0.5	-4	2.0	12	-5	x	-4
CCOC(=O)C1CCN(S(=O)(=O)c2ccc3c4c(cccc24)C(=O)N3)CC1
  -2.5	-6	1	-9	1.5	-1	0.8	-7	15	x	0
COc1ccccc1NC(=S)N1CCC(C(=O)c2ccc(F)cc2)CC1
  -0.6	6	-2	-5	-0.2	x	-0.6	3	16	3.0	0
C[C@H](NC(=O)c1nc[nH]c1C(=O)NC1CCN(C(=O)OC(C)(C)C)CC1)C(=O)OC(C)(C)C
  -1.4	1	-6	1	-0.1	4	0.2	13	-3	3.0	-3
N#CC1=C(N)C2=CCCC[C@H]2[C@H](c2cccc(F)c2)C1(C#N)C#N
  0.0	-1	-3	-7	1.6	2	-0.4	8	2	1.4	0
Cc1cc(C)cc(C(=O)OCC(=O)N2CCCCCC2)c1
  0.2	3	-2	-3	-0.8	x	0.2	7	-8	3.3	-2
NC(=O)c1ncn([C@@H]2O[C@H](CNC(=O)[C@H](N)CSCc3ccccc3)[C@@H](O)[C@H]2O)n1
  x	-3	-8	-2	x	x	1.8	1	9	1.2	-3
O=C(NCC1CCCO1)c1cccc(S(=O)(=O)Nc2ccc(SC(F)F)cc2)c1 (stereo unspecified)
  3.2	-2	-15	-2	-0.8	4	0.8	-3	-16	0.5	-6
COc1cccc(CNC(=O)c2nnn(CC(=O)Nc3ccc(Br)cc3)c2N)c1
  -2.2	0	-2	4	0.0	20	-0.4	-1	0	-1.2	-1
CCOC(=O)CSC1=C(C#N)C(=O)NC(c2ccc(OC)cc2)S1 (stereo unspecified)
  -1.6	3	6	-4	-1.4	-26	0.1	1	-7	1.2	0
OC[C@H]1NC[C@@H](O)[C@@H]1O
  0.5	2	7	0	-0.6	-3	-0.2	-28	-32	2.7	1
Cc1ccc(C)c(C(=O)NC(C)CCc2ccccc2)c1 (stereo unspecified)
  0.2	1	4	-8	1.4	-8	0.2	-4	20	2.6	-5
COc1ccc(Nc2nc(N)nc(CN3CCC(Cc4ccccc4)CC3)n2)cc1
  -2.2	2	4	9	-1.2	15	-2.0	-2	-6	1.2	2
CC1=CC(=O)C(C(C)=Nc2ccccc2[N+](=O)[O-])C(=O)O1 (stereo unspecified)
  x	0	5	-2	x	x	-0.4	-4	0	2.6	0
CCC/C(=C1/c2ccccc2C(=O)N1c1ccccc1)c1ccc2c(c1)OCCO2
  1.1	-6	2	7	2.6	6	-1.2	2	6	1.9	-12
O=S1(=O)N=C(N2CCN(Cc3ccccc3)CC2)c2ccccc21
  1.4	3	-7	0	4.9	-4	-1.3	9	-8	2.1	-1
CSCCC1NC(=S)N(Cc2ccccc2)C1=O (stereo unspecified)
  0.7	-1	-8	-6	3.2	14	-4.4	-5	2	3.0	-1
CCCCN1CC(COCc2ccccc2)Oc2cccc(NCc3ccc(OC)cc3)c2S1(=O)=O (stereo unspecified)
  x	-3	0	-5	x	x	-0.3	1	11	2.5	-48
OC(c1nc2ccc(F)cc2[nH]1)C(O)c1nc2ccc(F)cc2[nH]1 (stereo unspecified)
  -1.9	4	-5	-10	1.3	-9	0.1	-14	-13	3.1	-2
COc1cc(OC)cc(C(=O)NNC(=S)NCc2ccco2)c1
  -2.2	-4	-16	-14	1.2	6	-8.3	-7	-6	2.8	-4
CC1CCCC(C)N1C(=O)COC(=O)CSc1ccc(C(N)=O)cc1[N+](=O)[O-] (stereo unspecified)
  1.2	5	0	0	5.0	-5	3.4	-1	7	-0.8	-1
